Pyk2 oligo antag: antagonists of human Pyk2 oligomerization; Q14289; Q293 cells, Pyk2 FERM NanoBiT luminescence; stronger effect = lower value; z-score (the deposit names both 25 µM and 10 µM); actives 0.83% (n = 99,000); AID 1347419;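 active = Z-score of -3 or lower, scaled per plate to the spread of control and sample wells; inactive = z-score above -3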;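 note: negative z-score means lost luminescence so less FERM oligomerization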
Target sequence (Q14289 whole entry, looked up): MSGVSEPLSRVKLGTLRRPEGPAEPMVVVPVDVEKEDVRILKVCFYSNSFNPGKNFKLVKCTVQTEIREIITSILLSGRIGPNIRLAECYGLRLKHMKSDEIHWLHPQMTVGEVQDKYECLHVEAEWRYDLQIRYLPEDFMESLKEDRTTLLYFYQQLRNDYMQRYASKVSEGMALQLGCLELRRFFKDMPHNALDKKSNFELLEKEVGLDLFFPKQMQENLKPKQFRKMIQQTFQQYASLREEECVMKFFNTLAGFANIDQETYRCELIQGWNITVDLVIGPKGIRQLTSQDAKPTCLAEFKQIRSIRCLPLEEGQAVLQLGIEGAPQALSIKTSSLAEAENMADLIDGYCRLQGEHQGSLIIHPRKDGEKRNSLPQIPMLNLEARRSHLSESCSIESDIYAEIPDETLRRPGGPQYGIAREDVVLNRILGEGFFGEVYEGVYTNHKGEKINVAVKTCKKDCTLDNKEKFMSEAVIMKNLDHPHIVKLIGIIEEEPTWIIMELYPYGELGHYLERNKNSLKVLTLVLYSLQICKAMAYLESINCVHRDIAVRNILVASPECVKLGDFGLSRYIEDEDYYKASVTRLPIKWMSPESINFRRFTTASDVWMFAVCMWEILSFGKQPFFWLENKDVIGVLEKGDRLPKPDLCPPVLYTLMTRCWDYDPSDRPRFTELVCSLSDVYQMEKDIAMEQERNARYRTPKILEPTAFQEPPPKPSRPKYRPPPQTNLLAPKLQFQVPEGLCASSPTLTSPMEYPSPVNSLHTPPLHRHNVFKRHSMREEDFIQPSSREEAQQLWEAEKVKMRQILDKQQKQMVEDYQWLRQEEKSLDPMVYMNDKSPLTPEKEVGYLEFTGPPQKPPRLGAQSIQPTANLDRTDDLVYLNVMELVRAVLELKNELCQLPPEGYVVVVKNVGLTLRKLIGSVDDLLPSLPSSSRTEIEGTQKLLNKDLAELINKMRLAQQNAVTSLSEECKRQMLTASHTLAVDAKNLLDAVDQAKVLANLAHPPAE
PLAP act: human PLAP activation; actives 1.2% (n = 96,000); purified PLAP enzyme, luminescent substrate read-out; stronger effect = higher value; P05187; activation fold at 20 µM; AID 696; in the data active = activation fold above about 2
CD11b adhes inh: CD11b/CD18-fibrinogen binding inhibition; K562 CD11b/CD18 adhesion to fibrinogen, ATPlite luminescence; Mn2+ added to activate the integrin; actives 0.54% (n = 93,000); P05107+P11215; inhibition, % at 10 µM;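 active = primary inhibition of 50% or more at 10 µM, then 40% or more on retest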; note: some results filed as inactive read as strong as hits
CYP2C19 activ: activators of human cytochrome P450 2C19; 96,000 tested, under 10 active; recombinant CYP2C19, luciferin-H EGE luminescence; stronger effect = higher value; 0 = fully inhibited enzyme, 1 = untreated enzyme; P33261; activation factor at 5 µM;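 active = activation factor of at least 2 at 5 µM in the primary screen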;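 note: 0 = wells with 2.5 mM tranylcypromine and 1 = vehicle-only wells; values of inactives mirror those of a sister screen read the other way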
CYP2C9 inhib: human CYP2C9 inhibition; actives 20% (n = 96,000); inhibition, % at 5 µM; CYP2C9 Supersomes, luciferin-H conversion, luminescence; AID 777;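 active = blocking of liver enzyme CYP2C9 beyond about 50% at 5 µM, limit read from the data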; note: values of inactives mirror those of a sister screen read the other way
MT1-MMP txn act: MT1-MMP promoter transcription activation; actives 0.16% (n = 86,000); AID 750; activation factor at 10 µM; HT1080 MT1-MMP promoter luciferase reporter, luminescence, overnight; stronger effect = higher value;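 active = activation factor of at least 2 for MT1-MMP transcription at 10 µM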
CYP2C9 act: CYP2C9 (human) activation | P11712 | recombinant CYP2C9, luciferin-H conversion, luminescence; stronger effect = higher value; factor 1 = untreated enzyme, 0 = blocked | activation factor at 5 µM | actives 1.4% (n = 96,000) | AID 1024;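 active = activation factor of 2 or more for CYP2C9 at a 5 µM dose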;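 note: 0 = sulfaphenazole-blocked wells and 1 = vehicle-only wells; values of inactives mirror those of a sister screen read the other way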
CD11b adhes enh: CD11b/CD18-fibrinogen binding enhancement. K562 CD11b/CD18 adhesion to fibrinogen, ATPlite luminescence. activation, % at 10 µM. actives 0.07% (n = 93,000). AID 1499;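 active = 10 µM primary screen giving 50% or more activity, confirmed by 40% or more on retest at that dose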; note: strong numbers were not always called active; reference of the scale not given here
CYP2C19 inhib: inhibitors of human CYP2C19; P33261; CYP2C19 Supersomes, luciferin-H EGE luminescence, 30 min; inhibition, % at 5 µM; actives 21% (n = 96,000);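 active = CYP2C19 inhibition above a set limit at 5 µM in the primary screen, cut at about 50% in these data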;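 note: plate controls were negative control wells for no effect and 2.5 mM tranylcypromine positive control for full effect; values of inactives mirror those of a sister screen read the other way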
* hit, by the source's call; x = not tested or not shown.

SMILES	Pyk2 oligo antag	PLAP act	CD11b adhes inh	CYP2C19 activ	CYP2C9 inhib	MT1-MMP txn act	CYP2C9 act	CD11b adhes enh	CYP2C19 inhib
O=C(NC1CCCCC1)c1cccc(S(=O)(=O)N2CCOCC2)c1	0.69	0.9	-3	1.1	-2	x	1	4	-11
CCCN(CCC)CCNc1c(NC2CCN(C(=O)OCC)CC2)c(=O)c1=O	x	1.6	0	0.9	0	x	1	-4	11
O=C(Cc1ccc(Cl)cc1)NCC(=O)N1CCCC1	-0.53	0.8	-13	0.7	-6	1.3	1.1	5	34
CCOC(=O)c1sc(=S)n(-c2ccccc2OC)c1N	0.65	1	x	0.8	56*	1.1	0.4	x	24
CCOC(=O)CNC(=O)c1sc(NC(=O)c2ccccc2F)nc1C	0.38	1.1	0	0.6	14	1.4	0.9	-2	38
O=C(CSc1nnc(-c2cnccn2)n1Cc1ccco1)Nc1ccc(Br)cc1	-0.94	1	-2	1	59*	1.1	0.4	-1	-3
Cc1sc(N/N=C/c2cccnc2)nc1-c1ccc(Cl)cc1	0.44	1.3	15	1	7	x	0.9	14	5
O=C(Nc1ccc(S(=O)(=O)Nc2ccc(Cl)cc2)cc1)C1CCCO1 (centres undefined)	0.47	0.8	42	0.8	19	0.9	0.8	-6	22
FC(F)(F)c1cccc(-c2ccc(-c3csnn3)o2)c1	0.04	1	2	0.4	23	1.2	0.8	-4	56*
O=C(COC(=O)c1c2c(nc3ccccc13)CCCC2)c1cccs1	-1.6	1.1	x	0.9	-3	x	1	x	12

Brought forward from above: 5 compounds, followed by the next part.
SMILES	Pyk2 oligo antag	PLAP act	CD11b adhes inh	CYP2C19 activ	CYP2C9 inhib	MT1-MMP txn act	CYP2C9 act	CD11b adhes enh	CYP2C19 inhib
O=C(CSc1nnc(-c2cnccn2)n1Cc1ccco1)Nc1ccc(Br)cc1	-0.94	1	-2	1	59*	1.1	0.4	-1	-3
Cc1sc(N/N=C/c2cccnc2)nc1-c1ccc(Cl)cc1	0.44	1.3	15	1	7	x	0.9	14	5
O=C(Nc1ccc(S(=O)(=O)Nc2ccc(Cl)cc2)cc1)C1CCCO1 (centres undefined)	0.47	0.8	42	0.8	19	0.9	0.8	-6	22
FC(F)(F)c1cccc(-c2ccc(-c3csnn3)o2)c1	0.04	1	2	0.4	23	1.2	0.8	-4	56*
O=C(COC(=O)c1c2c(nc3ccccc13)CCCC2)c1cccs1	-1.6	1.1	x	0.9	-3	x	1	x	12
Cc1ccc(OCC(=O)OCc2c(C)noc2C)cc1C	0.92	0.9	-9	0.7	16	x	0.8	-2	29
CCOC(=O)C1=C(N)OC2=C(C(=O)CC(C)(C)C2)C1C1CCCCC1 (centres undefined)	-1.1	1	-7	0.8	56*	1.1	0.4	-1	24
Cn1c(=O)c2c(nc(N3CCCCCC3)n2CC(O)COc2ccccc2)n(C)c1=O (centres undefined)	-0.5	1.3	x	0.9	28	1	0.7	x	7
COC(=O)c1ccc(NC(=O)C2CCCCC2C(=O)O)cc1 (centres undefined)	-0.22	0.9	x	0.8	3	1	1	x	19
CC1(C)Cc2c(sc3c2c(=N)n(Cc2ccco2)c(=O)n3Cc2ccc(Cl)cc2)CO1	-1.2	1.7	6	0.9	35	1	0.7	-2	10
CCS(=O)(=O)N1CCC(C(=O)NCc2ccccn2)CC1	0.47	0.8	-7	1	10	0.9	0.9	-2	0
COc1ccc(CCN2C(=O)C3C4C=CC(C4)C3C2=O)cc1OC (centres undefined)	1.8	1	-23	0.4	-6	1.2	1.1	1	57*
COc1cc(OC)c(NC(=O)Cn2cccc2)cc1Cl	0.13	0.8	-2	0.6	22	1	0.8	-3	39
Cc1ccc(C=Nc2ccc(N(C)C)cc2)o1	-0.32	0.8	0	0.5	44	1.2	0.6	-1	52*
O=C(CCCOc1ccccc1)N1CCN(c2ccccc2)CC1	-0.02	1.3	4	0.4	78*	1.3	0.2	0	62*
CCOC(=O)c1cnc2nc(C)[nH]n2c1=O	1.3	1	-2	1	7	1.1	0.9	-1	1
Cc1ccccc1OCC(O)Cn1c(NCc2ccco2)nc2c1c(=O)[nH]c(=O)n2C (centres undefined)	0.34	0.8	-9	0.7	17	1.3	0.8	0	26
COc1ccccc1C(=O)NCc1ccncc1	1.2	1.1	-6	0.8	9	1.1	0.9	0	21
CN(CCCn1c(=S)[nH]c2ncccc2c1=O)Cc1ccccc1	0.6	1.4	10	0.9	9	1.3	0.9	1	11
O=C(CN1CCOCC1)Nc1c2c(nc3c1CCC3)CCC2	1.2	0.9	x	1	-12	1	1.1	x	-3
Cc1ccc(-n2nc(C)c3c2OC(N)=C(C#N)C3c2ccncc2)cc1 (centres undefined)	-0.96	0.8	-1	0.6	16	1	0.8	3	42
OCCN(Cc1ccccc1)CC1CC2C=CC1C2 (centres undefined)	2.2	0.9	-7	0.7	2	1.1	1	3	34
Cc1nnc(NC(=O)CCC(=O)NCc2cccs2)s1	1.1	1.2	x	1	-16	1.1	1.2	x	4
Cc1cc(C)c(S(=O)(=O)Nc2ccc3c4c(cccc24)CC3)c(C)c1	0.48	1.2	x	0.8	-6	x	1.1	x	19
CCOC(=O)C1CCCN(Cc2ccccc2C)C1 (centres undefined)	-0.02	0.9	2	0.1	2	1.4	1	3	88*
CC(C)OCC(O)Cn1c(N2CCCC2)nc2c1c(=O)[nH]c(=O)n2C (centres undefined)	0.1	1	-3	0.7	29	1	0.7	-3	35
CCOC(=O)C1CCN(C(=O)Nc2ccc3oc(C)nc3c2)CC1	-0.49	1.1	-13	1.1	-13	1.3	1.1	-7	-10
O=C(CCSc1nnc(-c2ccco2)o1)Nc1ccccc1	0.21	0.9	-20	0.2	28	1.2	0.7	-6	79*
Cc1csc(NC(=O)CCCSc2nc3ccccc3s2)n1	0.73	1.4	58	0.1	52*	1	0.5	-7	88*
CC(=O)c1ccc(NC(=O)Nc2ccccc2)cc1	0.26	0.7	3	0.5	63*	0.6	0.4	1	50*
CCn1c(SCc2cccc(C(=O)O)c2)nnc1-c1ccccc1	1.3	1.1	-21	1	6	1.1	0.9	-3	-1
Cc1[nH]n(-c2ccccc2)c(=O)c1Sc1ccc(Cl)cc1	-1.2	1	13	0.5	86*	1.1	0.1	0	52*
Cc1cccc(C(=O)O/N=C/c2c(Cl)n(C)c3ccccc23)c1	0.31	1.1	12	0.9	-44	x	1.4	0	14
COc1cc(C(O)P(=O)(OCC(C)C)OCC(C)C)cc(OC)c1OC (centres undefined)	0.34	1	x	0.8	13	x	0.9	x	23
CCOc1ccc(NS(=O)(=O)c2ccc(NC(=S)NC(=O)C(C)C)cc2)cc1	0.34	1.1	3	0.2	95*	x	0	-6	82*
Cc1ccc(-c2csc3ncnc(-n4nc(C)cc4N)c23)cc1	1.6	1.1	7	0.8	44	0.9	0.6	3	18
CC(NC(=O)c1cccnc1)C(c1ccccc1)N1CCN(C)CC1 (centres undefined)	1.2	0.8	-11	0.9	38	x	0.6	6	13
Cn1c(=O)c2cc(S(=O)(=O)NCCC(=O)NCCc3ccc(Cl)cc3)ccc2n(C)c1=O	0.68	1.2	x	0.9	-23	1	1.2	x	11
COC(=O)c1ccccc1N1C(=O)[C@@H]2C(c3ccc(Br)cc3)=NO[C@@H]2C1=O	1.1	1.1	0	0	46	1.1	0.5	0	99*
CCN(CC)c1ccc(/C=N/n2c(C)cc(C)cc2=O)cc1	0.65	1.3	-4	0.5	-40	1.2	1.4	-1	46
Cc1ccc(Cc2cnc(N)s2)o1	-0.49	0.9	-21	0.9	3	1.1	1	4	8
COc1ccc(OC(=O)c2cnn(-c3ccccc3)c2C)cc1	-0.42	0.8	-2	0.8	39	x	0.6	-3	20
CN1CCCC(C(=O)C(C#N)c2ccccc2)C1 (centres undefined)	-1	1.1	-13	0.9	-8	1.1	1.1	-3	8
CCOc1ccc(C(=O)CSc2nnc3ccccn23)cc1	-1.5	0.9	4	0.5	21	1.2	0.8	-2	49
O=C(O)c1cccc(-n2nnnc2SCc2ccccn2)c1	0.88	0.9	9	1	-18	1.2	1.2	2	2
COc1ccc(C(=O)NC(=S)N2CCCCC2)cc1	-0.32	1.7	-5	0.6	7	1.1	0.9	1	39
C1=C(CCNc2ncnc3c2cnn3-c2ccccc2)CCCC1	-1.9	0.7	-27	0.9	62*	1.7	0.4	1	10
CCOC(=O)c1sc(NC(=O)CSc2nccc(C)n2)c(C#N)c1C	-0.65	0.8	0	0.9	24	1	0.8	-4	10
CSCCOC(=O)C1=C(C)NC(=O)CC1c1ccccc1Cl (centres undefined)	-0.25	1.1	18	0.9	15	1	0.8	-2	15
C/C(=N\NC(=O)c1cccc(Br)c1)c1cccc(NC(=O)c2ccc(C)o2)c1	-0.71	1.1	-12	1.1	3	x	1	0	-12
CC(Oc1ccc2oc(-c3ccccc3)c(C(=O)O)c2c1)C(=O)O (centres undefined)	0.55	1.3	x	1.2	-15	1.2	1.1	x	-20
COc1ccc(O)c(C(=O)CC(=O)c2ccc(F)cc2)c1	-0.08	1	0	0.7	9	x	0.9	1	26
CCCN1CCN(CCCNC(=O)Cn2cc3c(n2)CCCC3)CC1	x	1.1	-5	0.9	2	1.1	1	5	10
COc1ccc(C2=NOC(C(=O)NCCCn3ccnc3)C2)cc1 (centres undefined)	-0.17	1.3	-21	0.2	84*	1	0.2	-4	84*
COc1nc(-c2ccccc2)c2c(c1C#N)CC(C)(C)OC2	-1.9	0.9	-14	0.2	47	1.1	0.5	-2	78*
Following part
SMILES	Pyk2 oligo antag	PLAP act	CD11b adhes inh	CYP2C19 activ	CYP2C9 inhib	MT1-MMP txn act	CYP2C9 act	CD11b adhes enh	CYP2C19 inhib
O=C(Nc1nc2c(s1)CCc1ccccc1-2)c1ccco1	-1	0.8	x	0.8	-27	1.9	1.3	x	25
CCCCCn1c(C(C)NC(=O)CCC)nc2ccccc21 (centres undefined)	x	1.2	-26	1	9	1	0.9	2	-1
O=C(CC1(O)C(=O)Nc2ccc(Br)cc21)c1ccc2c(c1)OCO2 (centres undefined)	-0.13	1.2	-4	0.2	75*	1.1	0.3	-3	76*
CC1=C(C(=O)OC(C)C)C(c2ccco2)NC(=O)N1 (centres undefined)	0.4	0.9	x	1.1	-17	0.9	1.2	x	-11
Cc1cc(C(F)(F)F)n2ncc(-c3ccccc3)c2n1	0.3	0.9	-7	0.8	0	x	1	-2	21
Cc1ccn2cc(CNC(=O)c3ccc(Br)o3)nc2c1	x	1.4	-7	0.6	26	x	0.7	1	35
Cc1cc(-c2ccco2)n(CC(=O)NCCN(C)C)n1	x	1	5	1	-8	1.2	1.1	-12	3
COc1ccc(NC(=O)CN(C)S(=O)(=O)c2ccccc2)cc1OC	0.62	0.9	-8	0.7	21	1	0.8	2	26
CC(=O)N(c1c(C)n(C)n(-c2ccccc2)c1=O)C1(C(=O)NC2CCCCC2)CCCCC1	0.13	1.7	6	1.1	-24	1.2	1.2	-3	-10
O=C1C2C3C=CC(C3)C2C(=O)N1Cc1ccc(CN2C(=O)C3C4C=CC(C4)C3C2=O)cc1 (centres undefined)	-0.17	0.7	14	0.9	7	0.9	0.9	1	8
Cc1nn(C)c(C)c1CNC(=O)c1cnn2c1NC(c1ccccc1)CC2C(F)(F)F (centres undefined)	-1.1	1.4	21	0.7	37	1.1	0.6	2	25
COc1ccc(OCCN2CCN(C3CC(=O)N(CCC(C)C)C3=O)CC2)cc1 (centres undefined)	0.88	1.8	1	0.7	3	1	1	4	25
N#CCSc1nc2ccc(N3CCCCC3)cc2c(=O)n1Cc1ccccc1	-1	1	-7	0.7	50	1.4	0.5	2	29
COc1c(C)cccc1C(=O)NC(=S)Nc1ccc2c(c1)Cc1ccccc1-2	-0.31	1	-8	1	-1	1.1	1	-3	-2

Screening data (PubChem BioAssay)

Rows are unselected; any-hit rate near 31%.
